High-throughput results: PubChem BioAssay, Broad Institute
E-selectin induc: E-selectin induction in HUVECs, primary screen, imaging, HUVEC, immunofluorescence imaging, single point; normalized: neutral wells 0, TNF-alpha wells 100; P16581; activation, % at 7.58 µM; 260,000 compounds, 0.37% hits;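 active = mean E-selectin-positive cell signal at least 10% of the positive control, reached in at least 60% of replicates, without over 20% cell loss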;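 also: in these data hits start at about 27%; measured in HUVEC primary endothelial cells; signal is the percent of cells scored E-selectin positive by PE staining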
Target sequence (P16581 whole entry, looked up): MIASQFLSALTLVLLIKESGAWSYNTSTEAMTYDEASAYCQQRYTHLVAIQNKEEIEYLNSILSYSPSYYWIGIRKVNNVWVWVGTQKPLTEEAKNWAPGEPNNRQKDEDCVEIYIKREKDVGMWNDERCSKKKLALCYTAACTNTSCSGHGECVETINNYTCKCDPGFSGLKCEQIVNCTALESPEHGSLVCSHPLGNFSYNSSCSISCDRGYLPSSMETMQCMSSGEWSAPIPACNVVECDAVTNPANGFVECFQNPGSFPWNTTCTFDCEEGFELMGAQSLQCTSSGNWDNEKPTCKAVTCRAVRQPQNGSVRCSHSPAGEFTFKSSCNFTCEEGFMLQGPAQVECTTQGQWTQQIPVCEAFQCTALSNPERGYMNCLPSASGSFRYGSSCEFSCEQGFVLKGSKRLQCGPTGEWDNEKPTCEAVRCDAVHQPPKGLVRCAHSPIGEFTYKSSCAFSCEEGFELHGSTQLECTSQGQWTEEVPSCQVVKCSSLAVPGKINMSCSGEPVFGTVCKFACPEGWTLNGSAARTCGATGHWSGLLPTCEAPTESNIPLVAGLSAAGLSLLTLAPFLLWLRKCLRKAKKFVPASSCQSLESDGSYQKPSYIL
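Read-out basis: % PE-positive cells; Test system: HUVEC primary endothelial cells; Technique: immunofluorescence imaging; Dosing: single-point compound dose.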
RAD54 inh: inhibitors of human RAD54 branch migration, primary screen, biochemical, fluorescence, single point; 360,000 compounds, 0.14% hits; RAD54 Holliday junction branch migration, FAM/BHQ fluorescence; DNA repair and recombination protein RAD54-like (Homo sapiens), Q92698; inhibition, % at 10.4 µM;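 active = mean normalized replicate activity at least 40 and at least half of replicates scoring 40 or more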;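 also: 0% = median of neutral control wells and 100% = median of positive control wells; inhibitors cause a drop in the FAM fluorescence signal; in these data hits start at about 50%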
esBAF inh: Bmi1 luciferase reporter increase in mESCs, primary screen, esBAF inhibitor project, mouse ES cells, Bmi1 luciferase knock-in, single point; 24 h; 100% = twice the neutral-well signal; reporter increase, % at 12.5 µM; 350,000 compounds, 2% hits; AID 602393, 2012; in the data active = activation above about 40%;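 also: 0% = median of the plate's neutral control wells and 100% = double that signal; a rise in the Bmi1 reporter signal indicates esBAF inhibition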
ERAP1 inh: human ERAP1 aminopeptidase inhibitors, primary screen, biochemical, single point, plate reader; AID 652197, 2013; recombinant ERAP1, Leu-AMC fluorescence, 60 min; Endoplasmic reticulum aminopeptidase 1 (Homo sapiens), Q9NZ08; inhibition, % at 10.7 µM; 340,000 compounds, 0.15% hits;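 active = mean replicate inhibition of at least 30%, or all replicates individually reaching that 30% level; inactive = mean below 30% and not every replicate reaching it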;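 also: 0% = neutral control wells and 100% = L-leucinethiol positive control wells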
XiGFP reactiv: activators of inactive X chromosome reactivation, primary screen, imaging, XiGFP fibroblasts, GFP high-content imaging, set 2; XiGFP mouse fibroblasts, % GFP-positive cells imaging, 3 d; cells co-treated with 5-aza-dC sensitizer; scaled so ellipticine positive control = 100%; activation, % at 7.58 µM; 360,000 compounds, 0.055% hits;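 active = mean normalized replicate activation at least 10% and every replicate at or above 10%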;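 also: 0% = median of on-plate neutral control wells and 100% = ellipticine 6 µM median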
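material = 68-5-11 XiGFP fibroblast line | medium = DMEM plus 5-aza-dC sensitizer | schedule = 3 days compound exposure | benchmarks = positive control ellipticine, 6 µM final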
S100A4 MyoIIA: inhibitors of S100A4-myosin IIA peptide binding, primary screen, biochemical, fluorescence polarization, TAMRA-MyoIIA peptide. Protein S100-A4 (Homo sapiens), P26447. inhibition, % at 10.7 µM. 360,000 compounds, 0.14% hits. AID 652163, 2013;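 active = mean inhibition of at least 70% across replicates, with every replicate also reaching that level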
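Test system: S100A4 monomer protein. Medium: HEPES buffer with Ca2+, pH 7.2. Reagent: fluorescent myosin IIA peptide, 5 nM. Compound dosing: single-point compound testing. Timing: 5 min between mix addition and reading. Benchmarks: DMSO neutral and TFP positive wells.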
RAD52 inh: RAD52 DNA annealing inhibitors, primary screen, biochemical, FRET, single point, set 2. DNA repair protein RAD52 homolog (Homo sapiens), P43351. recombinant RAD52 DNA annealing, FRET fluorescence. inhibition, % at 18.7 µM. 360,000 compounds, 0.46% hits. AID 651710, 2012;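 active = every replicate showing at least 50% inhibition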
ERp5 inh: inhibitors of ERp5-driven insulin aggregation, primary screen, biochemical, turbidity, absorbance 650 nm, single point | Protein disulfide-isomerase A6 (Homo sapiens), Q15084 | 90 min | inhibition, % at 9.99 µM | 350,000 compounds, 0.05% hits | AID 651711, 2012;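 active = mean replicate inhibition above about 25%, with every replicate also reaching it, limit read from the data, passing the limit was not always enough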
Target sequence (Q15084 whole entry, looked up): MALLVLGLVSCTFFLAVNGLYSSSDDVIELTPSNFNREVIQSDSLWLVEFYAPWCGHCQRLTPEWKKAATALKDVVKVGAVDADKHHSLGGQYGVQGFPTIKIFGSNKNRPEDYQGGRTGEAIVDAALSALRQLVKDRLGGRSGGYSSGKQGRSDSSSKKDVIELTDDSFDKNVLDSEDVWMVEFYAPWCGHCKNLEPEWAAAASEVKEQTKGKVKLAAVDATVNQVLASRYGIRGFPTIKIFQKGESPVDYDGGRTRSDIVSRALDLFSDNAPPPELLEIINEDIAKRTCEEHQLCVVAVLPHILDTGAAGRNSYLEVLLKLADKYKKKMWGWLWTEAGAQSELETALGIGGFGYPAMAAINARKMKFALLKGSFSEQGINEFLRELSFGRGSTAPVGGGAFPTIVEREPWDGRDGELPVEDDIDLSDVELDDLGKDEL
Active calls of the source: *; x = not tested or not shown; & = joins results of further samples.

SMILES | E-selectin induc | RAD54 inh | esBAF inh | ERAP1 inh | XiGFP reactiv | S100A4 MyoIIA | RAD52 inh | ERp5 inh
COc1ccc(CN(C)C(=O)c2cccc(S(=O)(=O)NCc3ccccc3)c2)cc1F | x | -0.5 | -2.1 | -7.3 | 0.0 | -0.1 | 8.9 | 1.4
O=C(CN1C(=O)NC2(CCCC2)C1=O)NNC(=O)c1ccc(F)cc1 | x | x | x | 0.1 | 0.1 | -8.5 | -3.2 | 0.4
CN(C)C(CNC(=O)c1ccc(S(=O)(=O)Nc2ccccc2F)cc1)c1ccco1 (configuration not stated) | x | 2.1 | 0.6 | -3.5 | -0.1 | -4.2 | 5.4 | 2.6
O=C(Nc1ccc2c(c1)[C@@H]1C[C@@H](CC(=O)N3CCCCC3)O[C@H](CO)[C@@H]1O2)NC1CCCC1 | 0.0 | 2.4 | -2.0 | -1.9 | 0.1 | 67.2 | -9.6 | 1.2
N#Cc1ccsc1NC(=O)CN1CCN(S(=O)(=O)c2ccc3ccccc3c2)CC1 | x | -4.9 | x | 0.8 | -0.1 | -5.5 | -18.3 | 9.0
CC(=O)N/C(=C/c1ccc([N+](=O)[O-])cc1)C(=O)O | x | x | x | 11.6 | 0.0 | 1.9 | -22.0 | 3.8
N#C[C@H]1[C@H](c2ccc(C#Cc3cccc(F)c3)cc2)[C@@H](CO)N1C(=O)C1CCC1 | 0.2 | -7.6 | -7.1 | 3.0 | 0.0 | -4.5 | -15.7 | -1.1
Cc1ccc(S(=O)(=O)Nc2ccc3c(c2)CC(=O)N([C@H](C)CO)C[C@@H](C)[C@@H](CN(C)Cc2ccc4c(c2)OCO4)O3)cc1 | -0.2 | -0.2 | 0.1 | -0.1 | -0.6 | 13.0 | -6.6 | 0.9
CC1(C)CCCC2(C)C(OCCO)=CC(=O)C=C12 (configuration not stated) | 0.1 | 4.0 | -1.2 | -5.8 | 0.1 | -15.0 | -1.1 | 1.6
CCOc1ccc(N2CC(C(=O)Nc3nnc(Cc4ccccc4)s3)CC2=O)cc1 (configuration not stated) | x | 1.3 | -4.3 | 2.4 | 0.2 | -2.3 | -5.7 | 8.3
c1ccc(-c2sc3ccccc3c2-c2ccc(OCCN3CCCCC3)cc2)cc1 | 0.2 | -3.7 | -4.8 | 0.9 | 0.0 | -2.7 | -5.8 | -5.0
C[C@@H]1CN([C@@H](C)CO)C(=O)c2cc(C3=CCCCC3)cnc2O[C@@H]1CN(C)C(=O)c1ccccc1 | 0.6 | 2.4 | 1.1 | 0.4 | -1.1 | -18.8 | -0.3 | -6.0
CCC(=O)Nc1ccc2c(c1)C(=O)N(C)[C@@H]1CC[C@@H](CC(=O)NCC3CCCCC3)O[C@H]1CO2 | 0.1 | -2.9 | 3.3 | -1.6 | 0.2 | 3.0 | -0.8 | -6.4
Cc1cccc(N2CCN(C(=O)CCS(=O)(=O)c3ccc4c(c3)NC(=O)CO4)CC2)c1C | x | 2.8 | 2.3 | -4.3 | 0.1 | 4.5 | 17.9 | 0.3
O=C1C[C@@H]2C(=O)N(c3ccccc3)C(=O)[C@@H]2[C@@H]2CN(S(=O)(=O)c3ccccc3)[C@@H](c3ccccc3)[C@H]12 | -0.1 | -8.3 | 1.4 | 4.3 | -0.3 | -2.2 | -2.5 | 1.9
C[C@H]1CN([C@@H](C)CO)C(=O)c2cc(C#CCN(C)C)cnc2O[C@H]1CN(C)S(C)(=O)=O | -0.5 | 7.5 | -2.3 | 3.1 | -0.2 | -6.4 | -11.2 | 7.9
C[C@@H]1CN([C@H](C)CO)C(=O)CCCn2nncc2CO[C@H]1CN(C)Cc1cccc(C(=O)O)c1 | -1.8 | 3.5&-6.2 | 9.0&-5.1 | -0.3&-0.6 | -0.2&1.5 | -4.8&9.1 | 15.8&1.4 | -2.6&-2.4
O=S(=O)(c1ccc(Cl)cc1)N1CCN=C1SCc1cccnc1 | 0.0 | x | x | -2.6 | 0.1 | 1.6 | -10.6 | -1.4
O=C(CSC1=NCCN1)Nc1cccc([N+](=O)[O-])c1 | 0.3 | -1.5 | -4.2 | -0.6 | -0.1 | 2.6 | -27.7 | -1.8
CCSc1nnc(NC(=O)C2CCN(C(=O)c3ccc(F)cc3)CC2)s1 | x | -9.3 | -12.7 | -2.6 | 0.0 | 1.7 | -7.8 | 1.5
Cc1cc(C(=O)CCC(=O)N(C)CC2COc3ccccc3O2)c(C)s1 (configuration not stated) | 1.0 | -2.5 | 3.2 | -0.1 | 0.0 | 4.9 | -62.0 | 0.6
CC1CC(C)CN(S(=O)(=O)c2ccc(NC(=O)c3ccc(=O)[nH]c3)cc2)C1 (configuration not stated) | 2.2 | 5.0 | -3.9 | -2.2 | 1.1 | 0.4 | -15.2 | 3.3
O=C(C[C@H]1CC[C@@H](NS(=O)(=O)c2ccc(F)cc2)[C@H](CO)O1)NCc1ccccc1F | 9.4 | x | x | -3.0 | -0.1 | 2.2 | -0.5 | -2.4
COc1cccc(CNC(=O)Cc2ccc(Br)cc2)c1 | x | 6.5 | 7.4 | 0.4 | -0.1 | 1.0 | -0.5 | 4.9
C[C@H]1CN([C@@H](C)CO)C(=O)c2cc(NC(=O)Cn3cnnn3)ccc2O[C@@H]1CN(C)Cc1ccc2c(c1)OCO2 | 38.3* | -4.4 | 2.6 | 1.6 | -0.1 | 3.9 | 3.7 | 7.3

Reprinted from the part before: two compounds, followed by the next part.
SMILES | E-selectin induc | RAD54 inh | esBAF inh | ERAP1 inh | XiGFP reactiv | S100A4 MyoIIA | RAD52 inh | ERp5 inh
COc1cccc(CNC(=O)Cc2ccc(Br)cc2)c1 | x | 6.5 | 7.4 | 0.4 | -0.1 | 1.0 | -0.5 | 4.9
C[C@H]1CN([C@@H](C)CO)C(=O)c2cc(NC(=O)Cn3cnnn3)ccc2O[C@@H]1CN(C)Cc1ccc2c(c1)OCO2 | 38.3* | -4.4 | 2.6 | 1.6 | -0.1 | 3.9 | 3.7 | 7.3
CCNC(=S)Nc1ccc2c(c1)c(=O)n(C)n2-c1cc(C)cc(C)c1 | 0.2 | 5.7 | -6.4 | -1.9 | 0.1 | 1.1 | -19.1 | -0.8
COCCNC(=O)c1cccc(OC2CCN(Cc3ccccc3C)CC2)c1 | x | -2.5 | -1.5 | 0.3 | 0.0 | 1.9 | -29.8 | 1.0
COc1cc(NC(=O)c2cccs2)c(OC)cc1NC(=O)Nc1ccc(F)cc1 | x | -9.9 | -3.4 | -2.2 | 0.0 | -0.4 | -10.8 | 0.0
Cc1ccc(C2=CC(c3ccc(N(C)C)cc3)n3nnnc3N2)cc1 (configuration not stated) | -0.3 | -22.8 | 11.3 | 2.8 | -0.1 | -0.2 | -68.3 | -4.5
COc1ccc(OCC(=O)NNC(=O)C(=O)Nc2ccccc2)cc1 | -0.4 | 8.8 | 7.2 | -1.2 | 0.2 | -1.4 | -12.0 | -2.1
C[C@H]1CN([C@@H](C)CO)C(=O)Cc2cc(NS(=O)(=O)c3ccccc3)ccc2O[C@@H]1CN(C)S(=O)(=O)c1ccccc1 | -0.1 | -5.2 | 1.5 | -4.0 | 0.1 | 10.8 | -15.6 | -1.2
CN(C)c1cccc(C(=O)NCC(c2ccco2)N(C)C)c1 (configuration not stated) | 0.0 | 10.3 | 40.3* | -1.8 | -0.1 | -0.5 | -2.1 | 0.2
Cc1nn(C)c(C)c1S(=O)(=O)N(CC(=O)Nc1nccs1)c1ccc(C(C)C)cc1 | 0.2 | -3.4 | 4.7 | 1.7 | 0.3 | 7.9 | -34.5 | 5.2
CCN(CC(=O)Nc1ccc2c(c1)OCCO2)C(=O)/C=C/c1ccc(F)cc1 | 0.2 | 2.9 | 28.5 | 1.4 | -0.1 | 6.7 | -33.3 | 3.1
C[C@H](CO)N1C[C@H](C)[C@@H](CN(C)Cc2ccc(C(F)(F)F)cc2)Oc2c(NC(=O)C3CC3)cccc2C1=O | 0.5 | 8.2 | -2.1 | -1.1 | 0.0 | 3.5 | -2.9 | 11.4
CC=Cc1ccc2n(c1=O)C[C@H]1[C@H](CO)[C@@H](C(=O)NCC3CC3)[C@@H]2N1C(=O)CC (mixture of isomers) | -0.4 | -7.8 | 2.1 | -2.1 | 0.2 | -16.0 | 1.9 | 0.6
Cc1cc(S(=O)(=O)N2CCCCC2)c(C)s1 | 1.9 | -9.4 | 5.3 | -1.1 | 0.0 | -2.4 | -3.6 | -0.1
C[C@H](CO)N1C[C@H](C)[C@H](CN(C)C(=O)C2CC2)Oc2ncc(-c3ccc(C(=O)N(C)C)cc3)cc2C1=O | 0.3 | 4.8 | 1.2 | -0.1 | 1.0 | -2.1 | -1.4 | -2.8
COC(=O)[C@@]1(Sc2ccc(C)cc2)CC(=O)N(c2ccccc2)[C@@H]1c1ccccc1 | 3.8 | x | x | x | 0.0 | 1.7 | -11.5 | 2.1
Cc1ccc(S(=O)(=O)c2nc(-c3cccs3)oc2NCc2cccnc2)cc1 | -0.7 | -4.3 | 3.5 | 4.5 | 0.3 | 5.6 | -10.7 | 0.5
Cc1ccc(NC(=O)c2ccc([N+](=O)[O-])o2)c(C)c1 | x | 6.7 | 3.2 | -0.1 | -0.1 | -2.0 | -8.0 | 2.5
O=C(Cn1nnc(-c2cccc(C(F)(F)F)c2)n1)NNS(=O)(=O)c1cccc(C(F)(F)F)c1 | 0.0 | -2.4 | -3.0 | x | 0.2 | -0.3 | -8.3 | 1.9
Cc1ccccc1NC(=O)c1ccc(S(=O)(=O)N(C)C)cc1 | 0.4 | -10.2 | -5.0 | x | -0.1 | 2.9 | -9.0 | 1.2
COc1ccc(S(=O)(=O)Nc2cccc3c2O[C@@H](CN(C)C(=O)Nc2ccc(F)cc2)[C@H](C)CN([C@H](C)CO)C3=O)cc1 | 0.1 | -2.8 | -3.5 | -0.6 | 0.3 | -2.0 | -9.2 | 1.5
Fc1cccc(-c2ccc([C@@H]3[C@@H]4CN(Cc5nccs5)C[C@H]3N4)cc2)c1 | 0.1 | x | x | -5.1 | 0.0 | 1.6 | 37.5 | 7.3
O=C(Cc1cccc(NC(=O)C2CCCN(C(=O)C3CCC3)C2)c1)Nc1cccc(C(=O)N2CCCCC2)c1 (configuration not stated) | 6.2 | 3.1 | 2.7 | x | 0.0 | 0.5 | -13.5 | -2.4
Cc1cc(C)cc(NC(=O)c2ccccc2NC(=O)CCC(=O)O)c1 | -2.7 | 4.4 | -0.9 | 1.2 | 0.5 | -9.9 | 4.3 | -1.9
COc1ccc(C(=O)NCC(=O)N/N=C/c2c(C)[nH]c3ccccc23)cc1 | x | -13.6 | 13.1 | -4.2 | 0.0 | 9.3 | -5.7 | 4.8
CC(C)NC(=O)N(C)C[C@@H]1Oc2ccc(NC(=O)CCCCCC(=O)Nc3ccccc3N)cc2CC(=O)N([C@@H](C)CO)C[C@H]1C | 0.0 | -11.1 | 3.3 | 0.7 | 0.0 | 4.0 | -14.3 | 2.3
CCCCNC(=O)O[C@H]1C[C@@H]2CCN3C(=O)CCC[C@H]([C@H]1CC)[C@H]23 | x | -0.7 | 0.8 | -2.5 | 0.4 | -1.3 | -7.2 | 4.5
CCN(CC)C(=O)C1=C(C)N(CCCN2CCCC2=O)C(=O)C(CC(=O)NCc2cccs2)C1 (configuration not stated) | -0.1 | 4.5 | -0.1 | -3.9 | -0.1 | 13.6 | -1.4 | 4.2
